GalR3 antag: human GalR3 antagonism | O60755 | HEK293 GalR3-CNG cAMP membrane potential fluorescence; galR3 body fused to GalR1 C-terminus | inhibition, % at 3 µM | 360,000 compounds, 0.44% hits;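 active means inhibition above the screen-wide average plus 3 SD, cut at about 13% in these data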;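 further: forskolin and galanin both at EC90 stimulate the cells; cAMP rise reported by CNG channel membrane potential dye signal; 0% = forskolin plus galanin with DMSO and 100% = forskolin alone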
Target sequence (O60755 1-299 limits assumed): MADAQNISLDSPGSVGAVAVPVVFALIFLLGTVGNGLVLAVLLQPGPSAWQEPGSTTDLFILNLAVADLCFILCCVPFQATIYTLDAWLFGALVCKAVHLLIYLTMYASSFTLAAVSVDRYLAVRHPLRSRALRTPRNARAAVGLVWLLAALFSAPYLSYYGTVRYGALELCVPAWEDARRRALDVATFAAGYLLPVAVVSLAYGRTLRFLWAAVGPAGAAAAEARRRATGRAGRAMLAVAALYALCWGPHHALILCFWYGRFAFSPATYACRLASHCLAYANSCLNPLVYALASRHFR
V1R ag counter: activates human V1a receptor in oxytocin agonist counter-screen; P37288; CHO-V1R cells, Fluo-8 calcium fluorescence, agonist mode; 0% DMSO, 100% 3 nM vasopressin; activation, % at 3 µM; 320,000 compounds, 0.25% hits; AID 2797;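 active means activation above the mean activation of all tested compounds plus 3 SD, per screening run, cut at about 20% in these data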;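 further: signal is peak over basal fluorescence ratio across a 100 second FLIPR read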
Target sequence (P37288 whole entry, looked up): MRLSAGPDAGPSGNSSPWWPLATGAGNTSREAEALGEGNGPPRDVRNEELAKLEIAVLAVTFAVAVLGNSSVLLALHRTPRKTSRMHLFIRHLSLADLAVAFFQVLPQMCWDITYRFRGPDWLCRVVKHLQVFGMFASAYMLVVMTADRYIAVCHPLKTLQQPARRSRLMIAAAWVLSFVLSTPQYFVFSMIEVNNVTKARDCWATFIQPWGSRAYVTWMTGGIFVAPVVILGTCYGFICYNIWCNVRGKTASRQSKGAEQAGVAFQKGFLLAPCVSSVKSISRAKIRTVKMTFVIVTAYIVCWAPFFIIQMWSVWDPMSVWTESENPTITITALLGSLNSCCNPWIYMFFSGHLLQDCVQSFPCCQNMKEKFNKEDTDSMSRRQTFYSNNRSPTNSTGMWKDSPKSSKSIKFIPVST
OXTR ag: human OXTR agonism; P30559; CHO-OTR cells, Fluo-8 calcium fluorescence; normalized: DMSO 0%, oxytocin 100%; activation, % at 3 µM; 320,000 compounds, 0.32% hits; AID 2435;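 active means activation above the mean of all tested compounds plus 3 SD, cutoff set per screening run, cut at about 20% in these data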;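 further: peak over basal fluorescence ratio from a 100 s FLIPR kinetic read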
The depositor's hits bear a star.

no.	SMILES	GalR3 antag	V1R ag counter	OXTR ag
1	CC(C)C(NC(=O)CCNC(=O)c1ccc(C(C)(C)C)cc1)c1nc2ccccc2[nH]1 (centres undefined)	2.8	-0.5	-1.0
2	Cn1c(=O)[nH]c2ncn(C)c2c1=O	0.0	1.0	-0.6
3	COc1ccc(OCCCC(=O)N2CCN(S(=O)(=O)c3cccc(F)c3)CC2)cc1	-7.4	2.8	1.8
4	O=C(COC(=O)C12CC3CC(CC(Br)(C3)C1)C2)Nc1cccc(S(=O)(=O)N2CCOCC2)c1	-6.8	4.2	6.5
5	CC(NC(=O)COC(=O)CN1C(=O)C2CCCCC2C1=O)c1ccccc1 (centres undefined)	-3.6	0.7	0.9
6	CCNC(=O)N1CCN(S(=O)(=O)c2ccc3c(c2)OCCCO3)CC1	-8.2	2.0	0.8
7	O=C(c1ccccc1)c1ccc(C(=O)N2CCCC(C(F)(F)F)C2)cc1 (centres undefined)	-3.8	0.5	-1.6
8	COc1ccc(NC(=O)CNC(=O)c2ccco2)cc1S(=O)(=O)Nc1cc(C)ccc1Br	-4.4	1.9	1.6
9	CCN1C(=O)[C@H]2[C@@H](c3ccc(-c4cccc(Cl)c4)cc3)N3CCCC[C@@]3(C(=O)OC)[C@H]2C1=O	-7.1	1.1	-0.5
10	CC(C)Cn1c(N)c(C(=O)COC(=O)c2c(O)c(Cl)cc(Cl)c2Cl)c(=O)n(C)c1=O	4.2	0.2	0.9
11	Nc1ncnc2c1nc(N1CCCCC1)n2[C@@H]1O[C@H](CO)[C@@H](O)[C@H]1O	1.0	1.1	1.5
12	CC(C)CN(C(=O)c1ccc([N+](=O)[O-])s1)c1c(N)n(Cc2ccccc2)c(=O)[nH]c1=O	0.0	-0.7	-0.7
13	Cc1cc(C(=O)NNC(=O)c2ccccc2[N+](=O)[O-])c(C)o1	-9.0	0.4	1.4
14	CC(=O)Oc1ccc(-c2cc3c(OC(C)=O)cc(OC(C)=O)cc3oc2=O)cc1	4.6	-0.1	-0.2
15	COC(=O)[C@@]12CCCCN1[C@H](c1ccc(-c3ccc4c(c3)OCO4)cc1)[C@H]1C(=O)N(C)C(=O)[C@H]12	-6.2	1.0	-0.9
16	CCOC(=O)c1c(C)[nH]c(C(=O)OCC(=O)Nc2cccnc2Cl)c1C	-5.9	-0.4	-1.0
17	COc1ccc(CCC(=O)NNC(=O)c2cccs2)cc1	-6.8	0.9	0.6
18	COc1ccccc1/C=C/C(=O)NNC(=O)c1cc(C)oc1C	3.2	0.3	1.1
19	OCC[C@H]1C[C@@H](O)[C@H](O)[C@@]2(Cc3ccccc3CO2)O1	-5.4	1.0	0.7
20	O=C(CSc1ccc2ccccc2n1)NC1CC1	-6.4	0.0	4.8
21	CCOc1ccc(NS(=O)(=O)c2ccc(NC(=O)c3ccccc3C(=O)O)cc2)cc1	-4.4	0.6	3.5
22	COC(=O)C1=C(C)N(Cc2ccccc2)C(=NCCc2ccccn2)N[C@H]1c1cccc(C(F)(F)F)c1	-7.0	4.9	5.0
23	O=C(Cc1csc(NC(=O)Nc2ccc(Cl)cc2)n1)NCc1cccnc1	-0.5	1.4	-1.0
24	COc1ccccc1Nc1nnc(SC(C)C(=O)NC2CC2)s1 (centres undefined)	3.5	0.2	-1.2
25	Cc1ccc(S(=O)(=O)N(C)CC(=O)N2CCCCCCC2)cc1	6.1	-1.0	-1.5
26	Cc1cc(C(=O)NNC(=O)[C@H](C)NC(=O)c2ccc(Br)cc2)c(C)o1	-2.1	-0.8	-0.6
27	CCOC(=O)C1=C(COC(=O)/C=C/c2ccc(OCC)c(OC)c2)NC(=O)NC1C (centres undefined)	-1.3	-0.8	-1.8
28	Cc1ccc(S(=O)(=O)NCCC(=O)NNc2c(F)c(F)cc(F)c2F)cc1	-4.8	0.2	2.8
29	O=C(OCCc1cc2ccccc2c(=O)o1)c1ccccc1C(F)(F)F	-5.2	2.4	2.5
30	CC1CC(C)CN(C(=O)c2cc(-c3ccncc3)nc3ccccc23)C1 (centres undefined)	4.6	-1.5	-2.2
31	COc1ccc(NC(=O)CSc2nc3[nH]c(=O)cc(O)c3s2)c(OC)c1	-5.7	-0.1	0.6
32	CCN(CC(=O)Nc1cc(Cl)ccc1C)C(=O)Cc1ccsc1	-3.6	0.3	0.0
33	Cc1cc(=O)n(CCCc2ccccc2)[nH]1	-6.2	1.3	0.3
34	NC1=NC[C@@H](Cc2ccc(O)cc2)N1CCC12CC3CC(CC(C3)C1)C2	0.6	-0.9	-3.2
35	CCc1sc(C(=O)Nc2cc(S(=O)(=O)N3CCOCC3)ccc2OC)cc1C	1.5	0.0	-2.2
36	CCOC(=O)c1c(C)[nH]c(C)c1C(=O)COC(=O)c1cccs1	-6.1	1.3	0.9
37	O=C1C=C(c2ccc(F)cc2OCc2ccccc2)C[C@@H](c2ccc(Cl)cc2)C1	-4.0	0.6	0.7
38	Cc1ccccc1NC(=O)CSc1nnc2ccc(-c3ccccn3)nn12	0.0	-0.7	-1.8
39	Cc1ccc(S(=O)(=O)N2CCN(C(=O)COC(=O)c3cc([N+](=O)[O-])ccc3NCCO)CC2)c(C)c1	-0.9	-0.9	-0.9
40	N#CC1(NC(=O)COc2ccccc2[N+](=O)[O-])CCCCC1	-0.8	0.2	0.2
41	Cc1ccc(C(=O)NCc2ccc(Cl)cc2)cc1S(=O)(=O)N1CCCCC1	-2.7	1.9	0.6
42	COc1cc2cnc(CCO[C@H]3CCCCO3)cc2cc1OC	-6.1	1.1	2.2
43	C=C1CCN([C@@H](CC(C)C)C(=O)NCc2ccco2)S(=O)(=O)c2ccccc21	-5.0	-1.3	-1.8
44	CCOc1ccc(CCNC(=O)COC(=O)/C=C/c2cccc(OC)c2)cc1OCC	-4.0	-0.4	-1.1
45	COc1ccc(S(=O)(=O)N2CCOCC2)cc1NC(=O)c1ccncc1	-2.3	1.0	0.0
46	O=C(COC(=O)c1ccc(O)cc1)NC(=O)NCc1ccccc1	-7.9	8.2	11.6
47	CCOc1cc2c(cc1OCC)C(c1ccc(F)cc1)NCC2 (centres undefined)	-5.2	0.2	-2.3
48	CCN1CCN(c2ccc(S(=O)(=O)N3CCCCC3)cc2NC(=O)c2cccc(C)c2[N+](=O)[O-])CC1	-1.8	0.9	3.7

Looked up by structure from the list above, 2 records:
no.	SMILES	GalR3 antag	V1R ag counter	OXTR ag
43	C=C1CCN([C@@H](CC(C)C)C(=O)NCc2ccco2)S(=O)(=O)c2ccccc21	-5.0	-1.3	-1.8
39	Cc1ccc(S(=O)(=O)N2CCN(C(=O)COC(=O)c3cc([N+](=O)[O-])ccc3NCCO)CC2)c(C)c1	-0.9	-0.9	-0.9

Continuation:
no.	SMILES	GalR3 antag	V1R ag counter	OXTR ag
49	CCOC(=O)C1=C(C)Nc2ccccc2N=C1NC(=O)c1cc(C)on1	-7.0	0.5	-0.3
50	Cc1nnc(SCC(=O)Nc2cc(S(=O)(=O)N3CCCC3)ccc2Cl)n1C1CC1	-3.7	-0.1	-0.3
51	O=C(CNC(=O)c1ccc(Cl)cc1)NCc1ccccn1	-3.4	1.1	0.4
52	CSCCC(NC(=O)COc1ccccc1)C(=O)N(C)Cc1cccc(F)c1 (centres undefined)	-2.6	2.2	-0.9
53	COc1cccc2c(O)c(-c3ccccc3)c(=O)[nH]c12	-6.1	0.2	-0.1
54	CN(C(=O)COC(=O)c1ccc(Br)c(S(=O)(=O)N2CCOCC2)c1)C1CCCCC1	-6.1	7.1	6.9
55	NS(=O)(=O)c1cccc(NC(=O)CSc2nnc(-c3ccncc3)n2C2CC2)c1	-4.0	1.4	0.9
56	C[C@@H]1O[C@@H](OC[C@@H]2O[C@H](Oc3c(-c4ccc(O)cc4)oc4cc(O)cc(O)c4c3=O)[C@@H](O)[C@H](O)[C@H]2O)[C@H](O)[C@H](O)[C@H]1O	-1.6	0.5	1.4
57	COc1ccc(S(=O)(=O)Nc2ccc3c(c2)C(=O)N([C@H](C)CO)C[C@H](C)[C@@H](CN(C)C(=O)NC(C)C)O3)cc1	-3.0	1.6	2.8
58	Cc1ccc(-c2nn(-c3ccc(F)cc3)cc2C(=O)NCC(c2cccs2)N2CCOCC2)cc1 (centres undefined)	-4.3	0.3	-0.4
59	CCOc1ccc(NC(=O)c2cccc(-n3cccc3)c2)cc1S(=O)(=O)N1CCOCC1	-6.9	1.4	-2.1
60	CCOc1ccccc1OCC(=O)Nc1cc(S(=O)(=O)N2CCCCC2)ccc1OC	1.5	-1.1	-1.6
61	COc1ccccc1CC(=O)N1CCN(c2ccc(F)cc2)CC1	-4.0	-0.6	0.7
62	CC[C@]12c3[nH]c4ccccc4c3CCN1C(=O)C(CC(=O)NCCCOC)C[C@@H]2C(=O)N1CCN(C(=O)C2CC2)CC1 (some centres undefined)	-4.5	0.0	0.5
63	COc1ccc(CCNC(=O)COC(=O)c2cnc(Cl)c(Cl)c2)cc1	-3.3	0.6	-0.1
64	CON(C)C(=O)CC1(CN(Cc2ccccc2)C(=O)OC(C)(C)C)CCCCC1	-9.9	-0.5	-2.4
65	COc1ccc(CCNC(=O)CSC2=NS(=O)(=O)c3cc(Cl)ccc3N2)cc1OC	-1.4	-0.8	-0.6
66	CC1(C)O[C@@H]2[C@H](O1)[C@@H](CO)O[C@H]2n1ccc(=O)[nH]c1=O	-2.2	0.3	0.8
67	Cc1cnc(C(=O)OCC(=O)c2ccc(C3CCCCC3)cc2)cn1	-3.2	0.2	-0.2
68	CC1CCC2(CC1)NC(=O)N(CC(=O)NCc1ccc(Cl)cc1)C2=O (centres undefined)	3.7	-0.1	-1.5
69	CCC(CO)Oc1cc(NCc2cccc(OC)c2)c2ncn(C(C)C)c2c1 (centres undefined)	-6.4	0.7	0.8
70	CCc1ccc(C(=O)NNC(=O)CN2C(=O)NC3(CCCC3)C2=O)cc1	-3.0	-0.4	1.0
71	O=C(COC(=O)c1ccccn1)Nc1ccc2c(c1)OCCO2	0.2	0.0	0.5
72	Cc1ccc(S(=O)(=O)N2CCC3(CC2)OCCN3S(=O)(=O)c2cccs2)cc1	-1.4	2.4	0.8
73	CCCN(CC(=O)Nc1ccccc1OC)C(=O)Cn1[nH]c(=O)c2ccccc2c1=O	-6.1	0.0	0.9
74	C[C@@H]1COC(=O)[C@H](Cc2ccc(F)cc2)C/C=C\C[C@@H](CC(=O)N[C@H](CO)Cc2ccccc2)C(=O)N1	-5.0	1.5	0.2
75	COc1cc(CCCN2CCNC[C@@H]2C(C)O)cc(OC)c1OC (some centres undefined)	5.3	1.6	1.1
76	Nc1ccccc1S(N)(=O)=O	-2.4	1.4	1.1
77	CCOC(=O)[C@@H]1[C@H]2COc3ccccc3[C@@H]2N2C(=O)N(c3cccc(C)c3)C(=O)[C@@]12C	2.6	-0.3	0.2
78	CCCNC(=O)C1(CC2CC(c3ccccc3)=NO2)CCN(C(=O)Cc2ccc(F)cc2)CC1 (centres undefined)	7.8	-0.8	-0.1
79	CC(C)(CNC(=O)c1ccc(-c2cccc(C(F)(F)F)c2)o1)N1CCOCC1	-2.9	-0.8	-2.0
80	CC(=O)Nc1ccc(S(=O)(=O)NCCC(=O)OCc2csc(CC(=O)Nc3ccccc3C)n2)cc1	-4.8	-0.6	-1.9
81	CC(CCc1ccccc1)NC(=O)C1CCC1 (centres undefined)	-4.2	0.1	-0.8
82	O=C(COc1ccccc1C(=O)O)Nc1cccc2ccccc12	-7.5	0.7	0.8
83	Cc1cccnc1NC(=O)c1ccc(OCC2CCCO2)cc1 (centres undefined)	-4.6	1.1	2.2
84	O=C(CCN=C1NS(=O)(=O)c2ccccc21)Nc1ccc(Cl)cc1F	-5.3	-0.3	-1.9
85	C=CCN1C(=O)C(=O)N(CC(=O)NCC(=O)Nc2ccc(F)c(F)c2F)C1=O	0.5	1.8	2.7
86	CNC(=O)Cn1nc(C)c(S(=O)(=O)N2CCOCC2)c1C	-5.5	1.1	2.7
87	O=C(Cn1ccc(NC(=O)OCc2ccccc2)nc1=O)NCCN1CCOCC1	-3.9	1.3	0.6
88	COc1ccc(S(=O)(=O)NCC(c2ccco2)N2CCc3ccccc3C2)cc1 (centres undefined)	-5.0	0.1	-2.5
89	N#Cc1ccccc1OCC(=O)OCC(=O)N1CCCC1	-1.4	2.0	-0.1
90	Cc1ccc(S(=O)(=O)N2CCOCC2)cc1C(=O)NC1=NCCS1	-4.1	1.0	0.6
91	CCOc1ccc(-c2nc3c(s2)CCc2onc(-c4ccc(OC)cc4)c2-3)cc1	-1.6	0.5	-0.3
92	COC(=O)[C@]1(Cc2ccccc2)N[C@H](CN(C)S(=O)(=O)c2ccc(C(C)(C)C)cc2)[C@@H]2C(=O)N(C)C(=O)[C@@H]21	-7.2	0.2	-0.3
93	COc1cccc(NC(=O)CN(C)C(=O)CSc2ccc3c(c2)OCCO3)c1	-7.0	2.4	2.0

Screens: PubChem, The Scripps Research Institute Molecular Screening Center

A portion of the library; rates above refer to the full screens.
